APP 5UTR inh – APP translation inhibition. AID 1285. inhibition, % at 2 µM. SH-SY5Y APP 5'UTR-luciferase reporter, luminescence. 190,000 tested, 0.82% active;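 active means inhibition above a set limit, derived from the sample mean plus 3 SD, cut at about 45% in these data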; further: values of inactives mirror those of a sister screen read the other way
FLuc inh counter – counter-screen for luciferase assay inhibitors: firefly luciferase inhibition; P08659; ATPLite firefly luciferase biochemical luminescence, 10 min; inhibition, % at 10 µM; 200,000 tested, 1.5% active; AID 1006;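 active means inhibition above about 50% when tested at 10 µM, limit read from the data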
Target sequence (P08659 whole entry, looked up): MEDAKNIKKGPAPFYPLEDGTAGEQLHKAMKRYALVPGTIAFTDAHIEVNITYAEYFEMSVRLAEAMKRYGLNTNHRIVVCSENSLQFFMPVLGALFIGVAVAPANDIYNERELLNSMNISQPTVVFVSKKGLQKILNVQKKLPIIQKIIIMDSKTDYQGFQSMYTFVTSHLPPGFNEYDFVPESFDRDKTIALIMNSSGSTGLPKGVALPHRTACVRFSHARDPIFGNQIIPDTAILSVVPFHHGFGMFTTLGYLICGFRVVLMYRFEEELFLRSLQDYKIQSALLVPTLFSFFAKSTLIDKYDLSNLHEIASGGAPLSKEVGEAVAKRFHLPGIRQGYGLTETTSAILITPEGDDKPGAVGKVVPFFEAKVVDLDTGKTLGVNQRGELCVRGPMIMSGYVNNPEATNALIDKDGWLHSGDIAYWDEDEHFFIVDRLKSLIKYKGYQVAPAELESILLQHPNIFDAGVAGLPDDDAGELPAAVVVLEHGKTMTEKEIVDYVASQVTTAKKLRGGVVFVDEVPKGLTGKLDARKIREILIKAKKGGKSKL
FLuc act counter – affects firefly luciferase, flagging false hits in luciferase stimulation screens; ATPlite luciferase biochemical, luminescence, 10 min; 0 = ATP-free wells, 1 = DMSO control; activation factor at 10 µM; 200,000 tested, under 10 active;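 active means luciferase activation factor, scaled between plate controls, of at least 2 with compound at 10 µM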
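Assay system – cell-free luciferase reagent · Medium – PBS-based ATP solution · Dosing – test compounds dosed from 2 mM stocks in 100% DMSO · Timing – 10 min, room temperature · Technique – light output (luminescence) · Measure – luminescence gain marking luciferase activators · Controls – No-ATP low control, compound-free enzyme-plus-ATP high control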
TNAP act hiacc – increases human TNAP activity under high phosphate acceptor concentration; P05186; purified TNAP, CDP-star luminescence, 1 M DEA, 30 min; active compounds read high; 0 = EDTA background, 1 = DMSO-only activity; activation factor at 20 µM; 200,000 tested, under 10 active;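 active means activation factor at least 2 at 20 µM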
Target sequence (P05186 whole entry, looked up): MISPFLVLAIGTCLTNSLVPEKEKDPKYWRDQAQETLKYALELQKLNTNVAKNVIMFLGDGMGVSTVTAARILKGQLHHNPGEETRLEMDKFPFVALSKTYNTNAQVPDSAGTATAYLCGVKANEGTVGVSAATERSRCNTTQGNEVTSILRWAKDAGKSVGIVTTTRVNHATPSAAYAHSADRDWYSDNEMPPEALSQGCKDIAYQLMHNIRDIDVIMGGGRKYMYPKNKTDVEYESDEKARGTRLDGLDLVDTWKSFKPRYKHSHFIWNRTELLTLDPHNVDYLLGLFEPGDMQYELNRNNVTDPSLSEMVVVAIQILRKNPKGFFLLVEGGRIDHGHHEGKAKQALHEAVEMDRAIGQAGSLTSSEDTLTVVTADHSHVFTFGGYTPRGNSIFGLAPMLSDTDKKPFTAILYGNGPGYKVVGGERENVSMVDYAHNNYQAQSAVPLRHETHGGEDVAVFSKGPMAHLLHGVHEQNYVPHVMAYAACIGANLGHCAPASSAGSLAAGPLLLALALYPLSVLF
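Measured by: Luminescent substrate turnover signal | Test system: Human TNAP | Input: TNAP 1/800 final | Dosing: 20 µM single point | Schedule: 30 min, room temperature | Controls: EDTA wells as negative control, DMSO wells as positive control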
TNAP inh noacc – TNAP (human) inhibition, acceptor-free conditions. purified TNAP, CDP-star luminescence, 30 min. P05186. inhibition, % at 20 µM. 200,000 tested, 0.26% active;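 active means tissue-nonspecific alkaline phosphatase inhibition above about 50% at 20 µM in the single-dose screen, limit read from the data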;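 further: 0% = DMSO negative control and 100% = EDTA positive control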
bIAP act – intestinal alkaline phosphatase (bovine) activation | 200,000 tested, 0.17% active | activation factor at 20 µM | purified bovine IAP, CDP-star luminescence, 30 min; active compounds read high; fold of DMSO-control signal, blank-subtracted;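 active means activation factor of 2 or more at 20 µM, a signal rise over negative controls twice the positive control's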
bIAP inh – blocks bovine intestinal alkaline phosphatase activity | inhibition, % at 20 µM | AID 1019 | 190,000 tested, under 10 active | purified bovine IAP, CDP-star luminescence, 30 min;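 active means over 50% inhibition of intestinal alkaline phosphatase at 20 µM in the single-dose screen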
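Assay system – bovine IAP enzyme · Quantity – bovine IAP at 1/65,000,000 final dilution · Detection – CDP-star luminescence signal · Times – 30 min reaction at room temperature · Also added – CDP-star substrate at 30 µM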
TNAP inh hi DEA – inhibitors of human TNAP at high phosphate acceptor concentration | P05186 | purified TNAP, CDP-star luminescence, 1 M DEA | inhibition, % at 20 µM | 200,000 tested, 0.03% active;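 active means over 50% inhibition of tissue-nonspecific alkaline phosphatase at 20 µM in the single-dose screen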;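 further: plate controls were DMSO wells for no effect and EDTA-quenched wells as full inhibition for full effect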
RAM inhibit – yeast RAM network inhibition; inhibition, % at 50 µM; S. cerevisiae dse1pr::URA3 reporter, 5-FOA growth OD615, 2 d; analog-sensitive cbk1-as2 kinase mutant strain; AID 868; 190,000 tested, 1.8% active;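 active means inhibition above a set limit, 3 SD over mean compound inhibition, cut at about 8.4% in these data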;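 further: 0% = DMSO-only wells with no growth and 100% = 10 µM 1-NA-PP1 full growth; inhibition rescues growth on 5-FOA so higher OD means more RAM inhibition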
L major viab – reduces viability of Leishmania major promastigotes; resazurin fluorescence viability; inhibition, % at 10 µM; 200,000 tested, 9% active; in the data active means inhibition above about 50%;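 further: promastigotes grown with compound for 44 hours at 28 °C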
Numbers without * were called inactive.

N/C(=N\OC(=O)c1cccc([N+](=O)[O-])c1)c1cccnc1 was read as APP 5UTR inh 10, FLuc inh counter 22, FLuc act counter 0.8, TNAP act hiacc 1, TNAP inh noacc -5, bIAP act 0.9, bIAP inh 13, TNAP inh hi DEA 2, RAM inhibit 1.4 and L major viab -2.
Screening Cc1ccc(S(=O)(=O)N2CCN(C(=S)NCCc3ccccc3)CC2)cc1 returned APP 5UTR inh -16, FLuc inh counter 0, FLuc act counter 1, TNAP act hiacc 1, TNAP inh noacc -2, bIAP act 0.9, bIAP inh 14, TNAP inh hi DEA -3, RAM inhibit 4.7 and L major viab -5.
`O=C(c1cc2ccccc2oc1=O)N1CCN(Cc2ccc3c(c2)OCO3)CC1` gave APP 5UTR inh -12, FLuc inh counter -1, FLuc act counter 1, TNAP act hiacc 1, TNAP inh noacc -4, bIAP act 1, bIAP inh 2, TNAP inh hi DEA -1, RAM inhibit 0.8 and L major viab 10.
N#CCC(=O)N/N=C/c1ccc(OCc2ccccc2)cc1 was read as APP 5UTR inh 2, FLuc inh counter -7, FLuc act counter 1.1, TNAP act hiacc 1.1, TNAP inh noacc -23, bIAP act 0.9, bIAP inh 14, TNAP inh hi DEA -5, RAM inhibit 0.2 and L major viab -5.
Screening N#C/C(=C\Nc1ccccc1SC(F)(F)F)c1nc(-c2ccc(F)cc2)cs1 returned APP 5UTR inh 6, FLuc inh counter 0, FLuc act counter 1, TNAP act hiacc 1.1, TNAP inh noacc -8, bIAP act 1.3, bIAP inh -28, TNAP inh hi DEA -7, RAM inhibit 5.1 and L major viab 0.
S=C1NCCOCCOCCOCCNC(=S)N2CCOCCOCCN1CCOCCOCC2 was read as APP 5UTR inh -6, FLuc inh counter -6, FLuc act counter 1.1, TNAP act hiacc 1, TNAP inh noacc -8, bIAP act 1, bIAP inh 5, TNAP inh hi DEA -4, RAM inhibit 1.1 and L major viab -8.
`CCN(c1ccccc1)S(=O)(=O)c1ccc(Cl)c(NC(=O)CSc2nnc(C)s2)c1` gave APP 5UTR inh 1, FLuc inh counter -6, FLuc act counter 1.1, TNAP act hiacc 1, TNAP inh noacc -8, bIAP act 1, bIAP inh -3, TNAP inh hi DEA -5, RAM inhibit 5.5 and L major viab -8.
`COc1ccc(NC(=O)c2ccc(-c3ccccc3Cl)o2)cc1` gave APP 5UTR inh -49, FLuc inh counter 2, FLuc act counter 1, TNAP act hiacc 1, TNAP inh noacc -5, bIAP act 0.9, bIAP inh 14, TNAP inh hi DEA 3, RAM inhibit 8.7* and L major viab 0.
For O=C(/C=C/NNC(=O)c1ccc(Cl)cc1)c1ccccc1 the results were APP 5UTR inh -1, FLuc inh counter -2, FLuc act counter 1, TNAP act hiacc 0.9, TNAP inh noacc -13, bIAP act 1, bIAP inh -4, TNAP inh hi DEA 8, RAM inhibit -0.5 and L major viab -1.
CC(C)c1ccc(-n2c(-c3ccccc3)c[n+]3c2CCc2ccccc2-3)cc1 was read as APP 5UTR inh 13, FLuc inh counter -4, FLuc act counter 1, TNAP act hiacc 1, TNAP inh noacc -17, bIAP act 1.2, bIAP inh -21, TNAP inh hi DEA -3, RAM inhibit 6.6 and L major viab 100*.
Screening CC1(C)Cc2cccc(OCC(O)CNCc3ccccn3)c2O1 (stereo not given) returned APP 5UTR inh -6, FLuc inh counter -7, FLuc act counter 1.1, TNAP act hiacc 1.1, TNAP inh noacc -9, bIAP act 1, bIAP inh -4, TNAP inh hi DEA -6, RAM inhibit 2.5 and L major viab -1.
Screening CN=C(Nc1cc(C)nn1CCC#N)c1ccccc1 returned APP 5UTR inh -15, FLuc inh counter -6, FLuc act counter 1.1, TNAP act hiacc 1, TNAP inh noacc -9, bIAP act 1, bIAP inh 2, TNAP inh hi DEA 0, RAM inhibit -0.3 and L major viab -5.
`C=CCn1c(SCC(=O)Nc2nc(C)cs2)nnc1C(C)NC(=O)c1ccccc1Cl` (stereo not given) gave APP 5UTR inh 2, FLuc inh counter -1, FLuc act counter 1, TNAP act hiacc 1, TNAP inh noacc -6, bIAP act 1, bIAP inh 1, TNAP inh hi DEA -2, RAM inhibit -0.8 and L major viab 1.
Screening Cc1ccnc(NC(=O)COc2c(C)cc(C)cc2[N+](=O)[O-])c1 returned APP 5UTR inh 21, FLuc inh counter -6, FLuc act counter 1.1, TNAP act hiacc 1, TNAP inh noacc 0, bIAP act 0.9, bIAP inh 11, TNAP inh hi DEA 1, RAM inhibit 1.1 and L major viab 2.
Cc1cc(C)cc(NC(=O)C2(c3cccs3)CCOCC2)c1 was read as APP 5UTR inh -9, FLuc inh counter -7, FLuc act counter 1.1, TNAP act hiacc 1.1, TNAP inh noacc -4, bIAP act 1, bIAP inh -1, TNAP inh hi DEA -7, RAM inhibit 0.0 and L major viab 2.
Screening O=C(CSc1ncn[nH]1)NCCOc1ccccc1 returned APP 5UTR inh -9, FLuc inh counter -9, FLuc act counter 1.1, TNAP act hiacc 1, TNAP inh noacc 13, bIAP act 0.9, bIAP inh 13, TNAP inh hi DEA 4, RAM inhibit 1.0 and L major viab 3.
CN(C)S(=O)(=O)c1cccc(-c2nn(-c3ccccc3)cc2/C=C(/C#N)C(=O)NCc2ccco2)c1 was read as APP 5UTR inh 2, FLuc inh counter -6, FLuc act counter 1.1, TNAP act hiacc 1, TNAP inh noacc 13, bIAP act 0.4, TNAP inh hi DEA -2, RAM inhibit 5.5 and L major viab 3.
Screening Cc1ccc2c(Cl)c(C(=O)Nc3nn[nH]n3)sc2c1 returned APP 5UTR inh 16, FLuc inh counter 7, FLuc act counter 0.9, TNAP act hiacc 1, TNAP inh noacc -12, bIAP act 1, bIAP inh -4, TNAP inh hi DEA -2, RAM inhibit 3.4 and L major viab 13.
Screening O=C(NCCc1ccccc1)C(=O)NCC(c1ccco1)N1CCOCC1 (stereo not given) returned APP 5UTR inh 18, FLuc inh counter -4, FLuc act counter 1, TNAP act hiacc 1, TNAP inh noacc -9, bIAP act 0.9, bIAP inh 7, TNAP inh hi DEA -4, RAM inhibit 1.2 and L major viab -8.
`COc1cc(C(=O)OCC(=O)NCc2ccc(F)cc2)cc(NC(=O)c2cccs2)c1OC` gave APP 5UTR inh -17, FLuc inh counter -3, FLuc act counter 1, TNAP act hiacc 1, TNAP inh noacc 1, bIAP act 0.9, bIAP inh 12, TNAP inh hi DEA -2, RAM inhibit 1.8 and L major viab 0.
C=C(c1ccc(OC)cc1)c1ccc(OC)cc1 was read as APP 5UTR inh -14, FLuc inh counter -4, FLuc act counter 1, TNAP act hiacc 1, TNAP inh noacc -7, bIAP act 0.9, bIAP inh 9, TNAP inh hi DEA -4, RAM inhibit 3.0 and L major viab -5.
Screening CCC1Oc2ccccc2N(CC(=O)NCCC2=CCCCC2)C1=O (stereo not given) returned APP 5UTR inh -4, FLuc inh counter -5, FLuc act counter 1.1, TNAP act hiacc 1, TNAP inh noacc 0, bIAP act 1, bIAP inh 0, TNAP inh hi DEA 1, RAM inhibit 7.2 and L major viab 14.
`C#CCN1C(=O)S/C(=C/C=C/c2ccc(N(C)C)cc2)C1=O` gave APP 5UTR inh -106, FLuc inh counter 32, FLuc act counter 0.7, TNAP act hiacc 0.7, TNAP inh noacc 29, bIAP act 0.9, bIAP inh 8, TNAP inh hi DEA 26, RAM inhibit 5.1 and L major viab 88*.
COc1ccc(/C=N/NC(=O)c2cccnc2)cc1Cn1nc([N+](=O)[O-])c(Br)c1C was read as APP 5UTR inh 4, FLuc inh counter 0, FLuc act counter 1, TNAP act hiacc 1, TNAP inh noacc -8, bIAP act 1, bIAP inh -3, TNAP inh hi DEA -3, RAM inhibit 3.5 and L major viab 5.
`Cc1ccc(N=Nc2c(N)[nH]n3c(=O)cc(-c4ccccc4)nc23)cc1` gave APP 5UTR inh 3, FLuc inh counter 19, FLuc act counter 0.8, TNAP act hiacc 0.8, TNAP inh noacc 9, bIAP act 0.7, bIAP inh 31, TNAP inh hi DEA 15, RAM inhibit 8.7* and L major viab 94*.
`COc1ccc(C(=O)Nn2c(SCC(=O)NCc3ccccc3)nc3ccccc3c2=O)cc1` gave APP 5UTR inh -66, FLuc inh counter 13, FLuc act counter 0.9, TNAP act hiacc 1.1, TNAP inh noacc 11, bIAP act 1, bIAP inh 2, TNAP inh hi DEA -10, RAM inhibit 2.3 and L major viab -8.
`Cc1ccnc(SCc2cn3c(C)cccc3n2)n1` gave APP 5UTR inh 1, FLuc inh counter 1, FLuc act counter 1, TNAP act hiacc 1, TNAP inh noacc -7, bIAP act 0.9, bIAP inh 13, TNAP inh hi DEA 0, RAM inhibit 0.1 and L major viab -2.
For Cc1ccc(C(CC(=O)N2CCCC2)c2ccccc2)c(O)c1C (stereo not given) the results were APP 5UTR inh -11, FLuc inh counter -5, FLuc act counter 1.1, TNAP act hiacc 1, TNAP inh noacc -4, bIAP act 1, bIAP inh -2, TNAP inh hi DEA 0, RAM inhibit 2.0 and L major viab 7.
Screening CC(/C=C/c1ccco1)=N\NC(=O)c1cccc(Cl)c1 returned APP 5UTR inh -28, FLuc inh counter -1, FLuc act counter 1, TNAP act hiacc 1, TNAP inh noacc -13, bIAP act 0.8, bIAP inh 18, TNAP inh hi DEA 1, RAM inhibit 1.0 and L major viab 7.
CC12CCC(C(=O)NCc3ccccc3)(OC1=O)C2(C)C (stereo not given) was read as APP 5UTR inh -8, FLuc inh counter -2, FLuc act counter 1, TNAP act hiacc 1.1, TNAP inh noacc -11, bIAP act 0.9, bIAP inh 11, TNAP inh hi DEA -6, RAM inhibit 2.7 and L major viab 0.
For COc1ccc(S(=O)(=O)N2CCN(C(=O)c3c(C)nn(-c4ccccc4)c3Cl)CC2)cc1 the results were APP 5UTR inh -10, FLuc inh counter -5, FLuc act counter 1, TNAP act hiacc 1, TNAP inh noacc -5, bIAP act 1.1, bIAP inh -8, TNAP inh hi DEA -4, RAM inhibit 2.5 and L major viab 4.
`CCCSC1=C(C#N)C(c2ccccc2C)C(C(=O)OC)C(=O)N1` (stereo not given) gave APP 5UTR inh 6, FLuc inh counter -7, FLuc act counter 1.1, TNAP act hiacc 1.1, TNAP inh noacc -12, bIAP act 0.9, bIAP inh 11, TNAP inh hi DEA -8, RAM inhibit 2.6 and L major viab 0.
`O=C(COC(=O)c1cc(=O)[nH]c2ccccc12)NC1CCCCCCC1` gave APP 5UTR inh 14, FLuc inh counter -4, FLuc act counter 1, TNAP act hiacc 1.1, TNAP inh noacc -4, bIAP act 0.9, bIAP inh 12, TNAP inh hi DEA -6, RAM inhibit -0.1 and L major viab 0.

Molecules from the list above with fluorine:
Screening N#C/C(=C\Nc1ccccc1SC(F)(F)F)c1nc(-c2ccc(F)cc2)cs1 returned APP 5UTR inh 6, FLuc inh counter 0, FLuc act counter 1, TNAP act hiacc 1.1, TNAP inh noacc -8, bIAP act 1.3, bIAP inh -28, TNAP inh hi DEA -7, RAM inhibit 5.1 and L major viab 0.
`COc1cc(C(=O)OCC(=O)NCc2ccc(F)cc2)cc(NC(=O)c2cccs2)c1OC` gave APP 5UTR inh -17, FLuc inh counter -3, FLuc act counter 1, TNAP act hiacc 1, TNAP inh noacc 1, bIAP act 0.9, bIAP inh 12, TNAP inh hi DEA -2, RAM inhibit 1.8 and L major viab 0.

Assay outcomes from PubChem.

Compounds were not picked by outcome; 13% or so of the library scored in one or more.
